FBW7 act = FBW7 E3 ligase activators, primary screen, biochemical, AlphaScreen, human; AlphaScreen FBW7–phospho-cyclin E peptide binding, activator screen; normalized activity (activation), % at 26.1 µM; F-box/WD repeat-containing protein 7 (Homo sapiens), Q969H0; hit rate 0.13% among 650,000; AID 1259310, 2017; in the data active = normalized activity above about 1.9%;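 also: purified mutant Fbw7 with reduced substrate affinity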
GPR151 ag = activators of human GPR151, primary screen, cell-based, PathHunter beta-arrestin, luminescence | G-protein coupled receptor 151 (Homo sapiens), Q8TDV0 | PathHunter beta-arrestin GPR151 cells | activation, % at 11.2 µM | hit rate 1% among 650,000; in the data active = activation above about 4.9%;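 also: 0% = median of compound wells and 100% = cells with positive control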
Target sequence (Q8TDV0 whole entry, looked up): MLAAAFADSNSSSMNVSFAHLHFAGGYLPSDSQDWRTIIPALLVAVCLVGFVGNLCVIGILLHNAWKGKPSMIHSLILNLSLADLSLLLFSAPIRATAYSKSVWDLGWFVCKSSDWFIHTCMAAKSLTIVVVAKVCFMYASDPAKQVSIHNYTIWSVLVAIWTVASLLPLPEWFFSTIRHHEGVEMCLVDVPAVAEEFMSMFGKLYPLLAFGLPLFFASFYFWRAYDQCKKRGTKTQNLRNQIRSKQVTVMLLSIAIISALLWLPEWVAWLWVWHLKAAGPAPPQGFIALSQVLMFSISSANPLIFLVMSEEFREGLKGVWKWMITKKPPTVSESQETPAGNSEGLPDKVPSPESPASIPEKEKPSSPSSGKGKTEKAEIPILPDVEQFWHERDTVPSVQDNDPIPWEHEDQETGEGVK
TEAD-YAP inh = TEAD-YAP interaction inhibition, primary screen, TEAD-YAP interaction inhibitor project, luminescence, HEK-TIYL cells; inhibition, % at 9.12 µM; hit rate 1.4% among 640,000; TEAD-Gal4/YAP UAS-luciferase luminescence; in the data active = inhibition above about 32%;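 also: 0% = median of test compound wells and 100% = reference inhibitor wells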
MITF primary = MITF inhibitors, primary screen, biochemical, AlphaScreen, human; AlphaScreen MITF homodimerization, bead proximity signal; hit rate 0.91% among 650,000; inhibition, % at 2.6 µM; AID 1259374, 2018; Microphthalmia-associated transcription factor (Homo sapiens), O75030; in the data active = inhibition above about 50%;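 also: 0% = vehicle wells with protein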
Target sequence (O75030 whole entry, looked up): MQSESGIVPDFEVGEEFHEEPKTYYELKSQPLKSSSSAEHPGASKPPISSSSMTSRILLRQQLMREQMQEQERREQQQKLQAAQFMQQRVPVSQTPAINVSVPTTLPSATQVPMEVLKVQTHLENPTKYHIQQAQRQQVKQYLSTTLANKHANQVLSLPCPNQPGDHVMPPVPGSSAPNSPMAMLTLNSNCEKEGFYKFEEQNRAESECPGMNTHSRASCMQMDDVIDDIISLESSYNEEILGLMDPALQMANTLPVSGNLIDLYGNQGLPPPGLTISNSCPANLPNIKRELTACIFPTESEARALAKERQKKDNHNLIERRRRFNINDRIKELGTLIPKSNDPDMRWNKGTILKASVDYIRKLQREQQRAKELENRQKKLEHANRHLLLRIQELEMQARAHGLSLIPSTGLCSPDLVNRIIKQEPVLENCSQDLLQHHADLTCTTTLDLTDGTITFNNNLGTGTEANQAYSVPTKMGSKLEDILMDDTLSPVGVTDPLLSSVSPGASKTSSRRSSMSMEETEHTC
* = called active by the depositor; . = no result given.

Sample of the layout, 3 compounds:
Values in the order – MITF primary	GPR151 ag	FBW7 act	TEAD-YAP inh
- CCCCOC(=O)c1cccc(NC(=O)Oc2ccccc2)c1
  2.5	-1.1	0.2	4.8
- CCc1ccc2nc(SCC(=O)N3CCCc4ccccc43)sc2c1
  8.6	0.9	0.1	5.5
- Cc1cc(C23CC4CC(CC(C4)C2)C3)ccc1NC(=O)/C=C/c1ccc(F)cc1
  -3.3	0.1	0.1	-11.8

All compounds of this part, from the start:
Values in the order – MITF primary	GPR151 ag	FBW7 act	TEAD-YAP inh
- CCCCOC(=O)c1cccc(NC(=O)Oc2ccccc2)c1
  2.5	-1.1	0.2	4.8
- CCc1ccc2nc(SCC(=O)N3CCCc4ccccc43)sc2c1
  8.6	0.9	0.1	5.5
- Cc1cc(C23CC4CC(CC(C4)C2)C3)ccc1NC(=O)/C=C/c1ccc(F)cc1
  -3.3	0.1	0.1	-11.8
- Cc1ccccc1OC(C)C(=O)O/N=C(\N)c1ccccn1 (stereo not given)
  8.3	0.4	0.6	-27.5
- COC(=O)c1ccc(N2C(=O)CSC2c2ccc(F)c(F)c2)cc1 (stereo not given)
  14.2	-0.8	-0.1	-4.5
- CN1CCN(C(=O)/C(=C\c2cccc([N+](=O)[O-])c2)NC(=O)c2cccs2)CC1
  14.2	-0.4	0.0	6.8
- O=C(Cc1ccc(NC2=NC3CS(=O)(=O)CC3S2)cc1)NC1CCCCC1 (stereo not given)
  -4.8	-0.6	-0.3	-13.0
- Cc1ccc(C(=O)Nc2ccc(N3CCOCC3)cc2)c(C)c1
  11.8	0.7	0.1	3.7
- Cc1cc(C)nc(N/N=C/C(Cl)=C/c2ccccc2)n1
  -23.4	-0.1	-0.1	-35.1
- O=C(NCc1ccccn1)c1ccc(NC(=O)c2cccs2)cc1
  1.0	-0.4	-0.5	0.2
- CCOc1cc(C(=O)Nc2cccnc2)cc(OCC)c1OCC
  3.5	0.0	0.0	-3.8
- Cc1cc(C)n(CC(=O)Nc2nc(-c3ccccc3)cs2)n1
  -5.7	-1.2	0.0	-2.7
- COc1ccc(N2CCN(S(=O)(=O)c3cc(C)ccc3OC)CC2)cc1
  -9.0	0.7	0.2	-12.9
- CCSC1=NCCN1C(=O)c1cc([N+](=O)[O-])ccc1Cl
  -2.4	0.1	0.0	12.7
- COc1ccc(OCC(=O)NNC(=O)C2CCCO2)cc1 (stereo not given)
  17.2	-0.6	0.9	-7.0
- Cc1ccc2[nH]c3c(c2c1)CCCC3=NCCO
  3.0	-0.9	-0.1	-3.9
- CCCn1c(=O)n(CCC)c2cc(Cl)ccc21
  -3.4	0.3	0.0	-6.7
- CC1=C(C(=O)OC(C)C)C(c2cccc(O)c2)C2=C(CC(C)(C)CC2=O)N1 (stereo not given)
  -6.9	0.1	-0.1	20.1
- Cc1ccn2c(=O)c(C(=O)NC3CCCC3)c(O)nc2c1
  2.1	0.6	-0.1	-3.8
- O=C(N/N=C/c1c(F)cccc1Cl)c1ccc(Cl)cc1O
  -11.4	-0.2	-0.2	-2.4
- N#CC1=C(N)Oc2cc(N)ccc2C1c1ccccc1F (stereo not given)
  10.9	-0.5	0.1	9.3
- O=c1c2ccccc2nc2sc(Nc3ccc(Oc4ccccc4)cc3)nn12
  -9.6	0.5	-0.1	-1.9
- Cc1cccc(OCC(=O)N2CCc3ccccc32)c1C
  1.1	-3.3	0.0	15.4
- OCCNc1nc(NCCN2CCOCC2)nc2c1ncn2Cc1ccc(C(F)(F)F)cc1
  -0.1	1.7	0.1	6.0
- CCOc1ccc(-n2cc(-c3ccccc3)c3c(SCc4ccccc4)ncnc32)cc1
  -22.7	-0.1	-0.1	-4.7
- Cc1noc(C)c1C(=O)Nc1nnc(SCC(=O)O)s1
  3.5	-0.5	-0.1	-0.8
- O=C(COc1ccc2ccccc2c1Br)Nn1cnnc1
  8.9	3.6	0.2	-5.1
- CCc1cc(Cl)c(OC)c(C(=O)NC[C@@H]2CCCN2CC)c1O
  -9.0	0.1	-0.1	.
- CCOc1ccc(NC(=O)CNC(=O)Cn2cnc3sc4c(c3c2=O)CCCC4)cc1
  -8.7	1.3	0.0	0.5
- CCN(CC)C(=O)C1CCCN(c2nc(C)cc(Nc3ccccc3)n2)C1 (stereo not given)
  5.9	-0.3	0.3	0.3
- O=C(CCN1CCCC1)Nc1cccc(F)c1
  -16.1	0.3	0.2	-8.8
- CC(C)C[C@@H]1NC(=O)[C@@H]2C[C@H](NC(=O)c3cc(Cl)cc(Cl)c3)CN2C1=O
  16.3	-0.1	0.4	-3.0
- Cc1cc(C)c(NC(=O)CN2CCC(c3nc4ccccc4[nH]3)CC2)c(C)c1
  0.5	-0.2	-0.1	6.7
- COc1cccc(-c2noc(COc3ccc(Br)cc3)n2)c1
  2.0	0.8	-0.1	-0.4
- O=C1COc2ccc(C(=O)COC(=O)CNC(=O)c3ccc(Cl)cc3Cl)cc2N1
  -3.3	-1.5	0.1	9.4
- CC(=O)Nc1ccc(NC(=O)COc2cccc(C)c2C)cc1
  4.3	-1.2	0.1	-13.2
- Cc1nc2sccn2c1CN1CCOc2ccc(C(O)c3cccnc3)cc2C1 (stereo not given)
  -3.8	-0.5	0.0	4.5
- COc1cccc(OCc2nc3cc(-c4ccncc4)ccc3c(=O)[nH]2)c1
  -5.0	-0.2	0.1	-9.3
- Cc1ccc(C)c(N2CCN(C(=O)c3ccc(S(=O)(=O)Cc4ccccc4F)c([N+](=O)[O-])c3)CC2)c1
  6.7	0.3	0.0	3.4
- Cc1ccc(-c2cc3nc4c(c(NCCCn5ccnc5)n3n2)CCC4)cc1
  21.7	-0.5	0.8	-36.1
- COc1ccc(C2=NC(c3c(F)cccc3Cl)NC(c3ccccc3O)C2)cc1 (stereo not given)
  3.6	-0.2	0.1	-51.8
- CC(=O)OCC(OC(C)=O)C(OC(C)=O)C(OC(C)=O)C(=O)Nc1ccc(C)cc1 (stereo not given)
  7.2	1.5	0.1	3.9
- CC(CNC(=O)C1CCN(C)CC1)Oc1cccc(CN(C)Cc2ccsc2)c1 (stereo not given)
  -8.1	-1.3	0.1	-4.9
- CN(Cc1ccccc1)C(=O)c1ccc(N2CC3CC(C2)c2cccc(=O)n2C3)c(NC(=O)c2cc3ccccc3oc2=O)c1 (stereo not given)
  -9.0	2.4	-0.1	-8.9
- CC(C)NCCOCCOc1ccc(Cl)cc1
  23.2	0.7	-0.1	-3.1
- COc1ccc(S(=O)(=O)Oc2ccc(C(=S)N3CCOCC3)cc2OC)cc1
  14.3	1.7	-0.1	3.2
- COc1ccccc1-c1c(C(F)(F)F)oc2cc(OCc3ccccc3)ccc2c1=O
  1.6	-0.6	-0.5	7.4
- CC(NC(=O)C(=O)NCCN(C)C)c1ccccc1 (stereo not given)
  -14.7	1.5	-0.1	-4.8
- NS(=O)(=O)c1ccc(-n2cccc2/C=N\n2cnnc2)cc1
  9.4	-1.0	-0.1	-3.2
- COCCCNc1ncnc2c1cnn2C
  4.3	-1.6	0.1	5.0
- COc1cc(C(=O)Nc2c(-c3ccccc3)c3cc(Br)ccc3[nH]c2=O)cc(OC)c1OC
  0.5	0.0	-0.1	13.0
- CN(C)S(=O)(=O)c1ccc(N2CCC(CNC(=O)c3cccs3)CC2)cc1
  -12.2	0.3	0.1	18.7
- O=C(Nc1ccccc1)c1ccc(C(=O)Nc2ccccc2)cc1
  -1.3	0.5	-0.2	-7.9
- COCCCNCCOCCOc1ccc(Cl)cc1
  36.6	0.0	0.0	-2.7
- COc1ccc(C=C2C(=O)NC(=O)NC2=O)cc1OCc1ccccc1Cl
  -8.1	0.7	0.0	-0.7
- O=C(NC(Cc1ccccc1)C(=O)O)/C(=C\c1ccc(F)cc1)NC(=O)c1ccccc1 (stereo not given)
  -5.2	0.5	-0.1	9.8
- FC(F)(F)c1ccc(Sc2ncccn2)nc1
  8.3	-0.4	-0.1	-0.2
- COc1ccc(O)c(CN2CCc3nnc(CCNC(=O)C4CCCCC4)n3CC2)c1
  0.1	3.0	-0.2	4.0
- OC(COCc1ccccc1)C(O)COCc1ccccc1 (stereo not given)
  16.0	-0.2	-0.1	-4.6
- CCOC(=O)COc1ccccc1/C=C1\C(=O)NC(=O)N(c2ccc(Cl)cc2)C1=O
  4.0	0.0	0.1	7.8

Next section:
Values in the order – MITF primary	GPR151 ag	FBW7 act	TEAD-YAP inh
- COc1ccc(C2Nc3ccccc3C(=O)N2NC(=O)c2ccccc2)cc1 (stereo not given)
  5.8	-0.4	0.1	-18.3
- CCCCNc1nnc(SCC(=O)NC(C)C23CC4CC(CC(C4)C2)C3)s1 (stereo not given)
  0.5	1.3	0.0	3.4
- CC(=O)n1nc(-c2ccccc2)c(-c2nc3ccccc3[nH]2)c1C
  2.7	1.0	0.3	-10.9
- CCOC(=O)c1sc2nc(SCC(=O)N3CCCc4ccccc43)n(CCC3=CCCCC3)c(=O)c2c1C
  19.4	0.9	0.1	-3.6
- Ic1ccc2ncnc(NC3CCCCC3)c2c1
  3.2	0.1	0.0	26.7
- Cc1cccc(Nc2nnc(SCC(=O)N3CCCC3=O)s2)c1C
  -13.5	-1.1	-0.1	0.4
- Cc1cnccc1CN(C)C(=O)CCc1nnc(CCc2c[nH]c3ccccc23)o1
  -14.8	-0.2	0.0	-7.6
- O=C(Nc1ccc2c3c(cccc13)CC2)c1cc([N+](=O)[O-])cc([N+](=O)[O-])c1
  16.4	0.4	0.3	-9.0
- COCCNC(=O)C(=O)Nc1ccc(Br)cc1
  12.5	-1.0	0.0	-21.0
- CC(C)C[C@@H]1NC(=O)[C@@H]2C[C@H](NC(=O)Nc3ccc(F)cc3)CN2C1=O
  -4.7	-0.3	0.2	4.9
- O=C(O)c1cccc(NC(=O)c2ccc([N+](=O)[O-])cc2Cl)c1
  25.6	-1.1	0.0	3.4
- O=C(Cn1nc(-c2ccoc2)oc1=O)NC(c1ccccc1)c1ccccc1
  -2.9	2.7	-0.1	-12.1
- Cc1c(C(=O)OCCOC(C)C)[nH]c2c1C(=O)CC(c1ccccc1)C2 (stereo not given)
  10.6	0.7	-0.2	48.1*
- CCCNc1ncnc2c1cnn2-c1ccc(OC)cc1
  -5.9	-1.2	0.0	-30.7
- CCc1nnc2sc(-c3ccc(NC(=O)C(C)C)cc3)nn12
  5.5	-0.1	-0.1	-14.2
- CCC(C)(C)NS(=O)(=O)c1c(F)cc(F)cc1Br
  2.5	-1.1	-0.1	-6.3
- CCN(CC)CCCNC(=O)c1cccc2c1SCCC2=O
  -3.0	0.9	-0.2	-2.5
- COC(=O)Cn1c(=O)n(-c2ccccc2)c(=O)n1CC(=O)OC
  -0.7	0.7	0.4	2.7
- Cc1ccc(-n2cc(C(=O)Nc3cc(F)ccc3C)c3ccccc3c2=O)cc1C
  2.1	-0.7	-0.2	-4.8
- c1ccc(NCc2nc(-c3ccccc3)no2)cc1
  -9.7	0.6	0.2	-30.3
- Cc1c(Cl)cccc1N=CC1=C(O)c2ccccc2C1=O
  17.4	-0.1	0.0	-39.6
- Cc1cc(OCc2nc(-c3ccc(NC(=O)c4ccc(Br)o4)cc3)no2)ccc1Cl
  -5.4	0.5	-0.2	-15.3
- O=C(CSc1nnc(COc2ccccc2)n1Cc1ccccc1)Nc1c(Cl)cccc1Cl
  17.9	-0.6	0.1	14.4
- Cc1cc(C)n(CCC(=O)NC2(c3ccc(F)cc3)CCCC2)n1
  -12.8	-0.8	0.1	4.4
- Cn1cnc2c(sc3nc(N4CCOCC4)c4c(c32)CC(C)(C)OC4)c1=O
  2.8	0.6	-0.2	-8.2
- CCC(C)NCCOCCOc1ccc(C)cc1 (stereo not given)
  48.7	-0.1	0.0	10.0
- CCCN1CCC2(CC1)NC(=O)N(CC(=O)Nc1ccc(F)cc1)C2=O
  -3.7	0.5	0.0	3.2
- Clc1ccc(-c2cc(-c3nc(-c4ccncc4)no3)c3ccccc3n2)cc1
  -1.4	1.3	0.1	14.1
- O=C(Nc1ccc(Br)cc1F)NC1CC(=O)N(c2ccc(F)cc2)C1 (stereo not given)
  4.7	0.6	0.1	2.2
- COc1ccc(-c2noc(CN3CCC(OCc4ccccc4)CC3)n2)cc1
  0.7	-1.2	0.0	8.4

Shown as labelled records: entries from further up.
COCCNC(=O)C(=O)Nc1ccc(Br)cc1
  MITF primary: 12.5 | GPR151 ag: -1.0 | FBW7 act: 0.0 | TEAD-YAP inh: -21.0

CC(C)C[C@@H]1NC(=O)[C@@H]2C[C@H](NC(=O)Nc3ccc(F)cc3)CN2C1=O
  MITF primary: -4.7 | GPR151 ag: -0.3 | FBW7 act: 0.2 | TEAD-YAP inh: 4.9

Additional structures.
Values in the order – MITF primary	GPR151 ag	FBW7 act	TEAD-YAP inh
- COc1ccc(-n2ncc3c(=O)n(CC(=O)N4CCOCC4)cnc32)cc1
  24.0	1.0	0.0	-3.6
- COc1ccc(S(=O)(=O)N(CCc2ccccc2)CC(=O)NC2CCCCC2)cc1
  17.2	1.4	0.0	-7.1
- CN(C)/C=N\c1ncc2c(n1)-c1ccccc1OC2
  5.4	0.6	0.0	-10.0
- COc1ccc(CNC(=O)c2ccc([N+](=O)[O-])cc2)cc1
  -0.8	0.6	0.0	-14.6
- O=C(O)CCCNC(=O)COc1ccccc1
  -4.7	3.2	0.0	-1.6
- COc1nc(NCCc2ccc(O)cc2)nc(-c2ccccc2)n1
  13.8	-1.2	0.1	2.1
- COc1cc(OC)nc(C2CCCCC2C(=O)NCCN2CCOCC2)n1 (stereo not given)
  9.1	2.5	0.2	10.8
- N=c1n(CCN2CCCCC2)c2ccccc2n1CC(O)COc1ccccc1 (stereo not given)
  -12.7	-0.5	-0.1	-0.3
